High-throughput results as filed in PubChem.
p53ts 39C kill – qHTS Screen for Compounds that Selectively Target Cancer Cells with p53 Mutations: Cytotoxicity of p53ts Cells at the Nonpermissive Temperature | H1299-p53A138V viability at 39C, ATP luminescence, 24 h | Potency, µM (titrated, usually from 46.1 µM), without a hit: at the top dose activity change, negative = cell killing, usual class: cytotoxic | 1.5% of 130,000 active | AID 902, 2007; note: nearly all actives have a fitted effect of over 55% in size
Imprint erasure – qHTS Assay for Compounds that Induce Erasure of Genomic Imprints; mouse ES Peg3-LacZ reporter, beta-gal luminescence, 40 h; Potency, µM (highest dose often 60.7 µM), for the others: at the highest dose activity change, positive = activation, actives largely listed as activators; 0.02% of 110,000 active; AID 1948, 2009;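 note: 0% = negative control wells on the plate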
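Gelatin-coated wells received 300 freshly trypsinized female ES cells with a Peg3LacZ-Neo reporter on the maternal allele, then incubated 40 hours at 37C. BetaGlo was added for 5 minutes at room temperature before a single luminescence read.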
p53ts 32C kill – qHTS Screen for Compounds that Selectively Target Cancer Cells with p53 Mutations: Cytotoxicity of p53ts Cells at the Permissive Temperature; H1299-p53A138V at 32C, ATP luminescence viability, 24 h; Potency, µM (highest dose often 46.1 µM), inactives show at the highest dose activity change, negative = cytotoxicity, hits mostly cytotoxic; 0.93% of 130,000 active;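 note: 0% = DMSO and -100% = full killing by reference compound; nearly all actives have a fitted effect of over 55% in size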
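ATP-content luminescence (ATPlite) read-out after 24 h compound exposure at 32C in H1299-p53A138V cells (600/well). Tested up to 46 uM. Normalized to DMSO (0%) and 100 uM tamoxifen (100% killing); Hill-fit AC50.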
IkB sig inh – IkB Signaling; ABC-DLBCL IkBa-CBG/CBR dual luciferase ratio, 4 h; response scale: scaled: untreated 0%, proteasome inhibitor 100%; Potency, µM (highest dose often 57.1 µM), without a hit: top-dose IkBa stabilization activation; 0.04% of 110,000 active; active = well fitted curve in the direction sought with a large enough effect in the signal ratio, not every such curve was filed as active; inconclusive = small, poorly fitted or top-dose-only effect, or a change in a side signal; the % refers to the signal ratio;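 note: the direction sought is a rising ratio; 0% = basal untreated cells and 100% = reference inhibitor full response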
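Curves were fitted separately to fusion (green), unfused (red) and ratio luminescence, then classed by r2, magnitude and activity. Cells: OCI-Ly3, 4 h compound plus doxycycline at 37C; 10 uM MG-132 defined full response.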
An asterisk follows results filed as active; ? = inconclusive; . = no result given; [ ] = another dose, or the depositor's remark. Unless noted, calls come from the whole dose curve; as a rule, active = well fitted curve in the direction sought with a large enough effect; inconclusive = small, poorly fitted or top-dose-only effect, or another doubt; inactive = no such curve, though single readings can be large; an effect the other way counts as inactive or inconclusive. Unless noted, % is set by controls: 0 for no effect and ±100 for the full control effect; potency is the fitted concentration of half-maximal effect.

SMILES	p53ts 39C kill	Imprint erasure	p53ts 32C kill	IkB sig inh
CCN(CC)CCNC(=O)c1ccc2c(c1)N(Cc1ccccc1)C(=O)c1ccccc1S2=O (stereo unspecified)	-22.6%	-11.9%[10.9 µM]	-3.5%	3.3%
O=C(CSc1nnc(-c2cccs2)o1)N1CCc2ccccc21	2.9%	-6.2%	5.1%	1.2%
O=C(O)CCNCC(=O)O	0.0%[9.22 µM]	2.5%[10.9 µM]	-2.8%[9.22 µM]	1.7%[11.4 µM]
COc1ccc(CNc2ncnc3ccc(-c4ccccc4C#N)cc23)c(OC)c1	1.1%	-18.5%	-1.0%	3.9%[11.4 µM]
CCOC(=O)C1CCC(CN(Cc2cccc(Br)c2)S(=O)(=O)c2ccc(Cl)cc2)CC1 (stereo unspecified)	-15.8%	22.3%[10.9 µM]	3.0%	?
CC1CCCCN1CCNC(=O)c1cnn2ccccc12 (stereo unspecified)	-0.9%	-8.7%	5.2%	2.6%
CC(C)N(C(=O)c1cc2c(Cl)nc3ccccc3c2s1)C1CCCCC1	-23.2%	8.3%[10.9 µM]	9.3%	?
C[C@H](O)C(=O)C1=Nc2c(nc(N)[nH]c2=O)NC1	13.7%	-13.6%	-12.8%	-5.5%
COc1ccc(-c2noc(CCC(=O)Nc3cccc(C)c3C)n2)cc1OC	6.1%	-8.7%[10.9 µM]	-2.0%	-1.6%
Cc1ccc(NC(=O)CCSc2nc(-c3ccco3)cc(C(F)(F)F)n2)cc1F	-22.8%	9.3%[10.9 µM]	-6.6%	?
CSc1ccccc1NC(=O)CN(c1ccccc1)S(=O)(=O)N(C)C	5.5%	-11.6%	5.2%	0.2%
Cc1ccc(NC(=O)[C@H](Cc2ccccc2)N2Cc3ccccc3C2=O)cc1	-2.2%	-6.2%[10.9 µM]	7.6%	0.9%
O=C(Nc1cc2c(cc1C(=O)c1cccc(Br)c1)OCCO2)c1ccccc1F	-7.2%	-12.3%[10.9 µM]	-14.9%	-2.0%
Cc1[nH]c2ccccc2c1NC(=O)CN1CCN(c2cccc(C(F)(F)F)c2)CC1	-8.0%	-16.0%	6.6%	?
Cc1ccc(-n2nnnc2SCC(=O)N2CCN(C(=O)c3ccco3)CC2)c(C)c1	-8.1%	-14.6%	-2.8%	0.0%
CC(C)OCCCNC(=O)C1CCC(=O)N1C(C)C (stereo unspecified)	19.3%	5.2%	-8.4%	2.1%
COc1ccc(CNc2nc(-c3cccnc3)nc3ccccc23)c(OC)c1	6.1%	-24.6%	-8.3%	-1.1%[11.4 µM]
CCc1ccccc1NC(=O)C1CCCN(S(=O)(=O)c2c(C)noc2C)C1 (stereo unspecified)	-4.3%	-25.2%	-4.7%	2.7%
COC(=O)c1cccc(N2C(=O)c3ccccc3S2(=O)=O)c1	-5.8%	-0.3%	9.9%	1.1%
COc1ccc(Cl)cc1NC(=O)c1c(NCc2cccnc2)sc2c1CCC(C)C2 (stereo unspecified)	39.8%[activator]	-17.3%[10.9 µM]	-13.6%	?

Exported in CSV form: entries from further up
smiles,p53ts 39C kill,Imprint erasure,p53ts 32C kill,IkB sig inh
O=C(Nc1cc2c(cc1C(=O)c1cccc(Br)c1)OCCO2)c1ccccc1F,-7.2%,-12.3%[10.9 µM],-14.9%,-2.0%
Cc1[nH]c2ccccc2c1NC(=O)CN1CCN(c2cccc(C(F)(F)F)c2)CC1,-8.0%,-16.0%,6.6%,?
Cc1ccc(-n2nnnc2SCC(=O)N2CCN(C(=O)c3ccco3)CC2)c(C)c1,-8.1%,-14.6%,-2.8%,0.0%
CC(C)OCCCNC(=O)C1CCC(=O)N1C(C)C (stereo unspecified),19.3%,5.2%,-8.4%,2.1%
COc1ccc(CNc2nc(-c3cccnc3)nc3ccccc23)c(OC)c1,6.1%,-24.6%,-8.3%,-1.1%[11.4 µM]
CCc1ccccc1NC(=O)C1CCCN(S(=O)(=O)c2c(C)noc2C)C1 (stereo unspecified),-4.3%,-25.2%,-4.7%,2.7%

Going on with the list:
SMILES	p53ts 39C kill	Imprint erasure	p53ts 32C kill	IkB sig inh
CC(=O)Nc1cccc(NC(=O)C2(c3cccs3)CCOCC2)c1	-11.4%	-8.1%[10.9 µM]	-7.5%	-1.0%
O=C(O)c1ccccc1NS(=O)(=O)c1ccc2c3c(cccc13)C(=O)N2	7.8%	-2.7%	17.3%	?
O=C(c1ccco1)N1CCN(C(=O)c2sccc2-c2ccccc2)CC1	-3.8%	-9.5%	3.0%	0.8%
O=C(O)c1cc2nc(C3CC3)cc(C(F)(F)F)n2n1	5.4%	-2.6%	3.4%	2.0%
Cc1ccc(N(CC(=O)N2CCN(c3cc(Cl)ccc3C)CC2)S(=O)(=O)c2c(C)noc2C)cc1	-1.6%	-8.5%[10.9 µM]	21.2%	?
C1CCC(n2nnnc2CN2CCN(C3CCCC3)CC2)CC1	4.7%	-7.1%	-3.3%	0.7%
COC(=O)CSc1nc2sc3c(c2c(=O)n1-c1ccc(C)cc1)CC(C(C)C)OC3 (stereo unspecified)	-11.3%	-8.3%[10.9 µM]	0.5%	-2.2%
CO[C@H]1C[C@@H]2C[C@H](O)C[C@@H](CC(=O)O[C@@H](/C=C\CC(C)C)C[C@@H]3CC[C@H](C)[C@@H](C1)O3)O2	1.7%[9.22 µM]	.	-5.1%[9.22 µM]	.
COc1cc2nc(SCC(=O)NCc3ccco3)n(Cc3ccc(Cl)cc3)c(=O)c2cc1OC	1.9%	-6.3%	-8.0%	10.1%
O=C(CSc1nnc(-c2cc3ccccc3cc2O)n1Cc1ccco1)c1ccc(F)cc1	-28.3%	-30.6%[inhibitor]	9.8%	?
CCOC(=O)CCSc1nc(C(C)(C)C)cc(C(F)(F)F)c1C#N	0.6%	.	11.6%	.
Cc1ccccc1-c1nc(CS(=O)(=O)CC(=O)NC(C)c2ccccc2)c(C)o1 (stereo unspecified)	-11.9%	-2.9%[10.9 µM]	-1.6%	-1.3%
CC(C)Oc1ccc(CNC(=O)CCCn2c(=O)c3cccn3c3ccccc32)cc1	-11.1%	-16.3%[10.9 µM]	-1.0%	0.3%
Cc1cc(Cl)ccc1NC(=O)Cn1nnc2sc(-c3ccccc3)cc2c1=O	1.7%	8.5%[10.9 µM]	-3.7%	0.0%
COc1ccccc1NC(=O)CSC1=Nc2ccccc2C2=NC(Cc3ccccc3)C(=O)N12 (stereo unspecified)	7.2%	9.8%[10.9 µM]	14.8%	?
CC1CCN(C(=O)COC(=O)c2n[nH]c3ccccc23)CC1	10µM*	-42.2%[inhibitor]	?	7.9%
CCCCCOc1ccc(/C=C/C(=O)Nc2sc3c(c2C(=O)OCC)CCC3)cc1OC	20.9%	-3.1%[10.9 µM]	4.3%	?
CCOC(=O)N1CCN(C(=O)c2cc3sccc3n2C)CC1	28.0%	.	8.8%	.
COC(=O)C(CC(C)C)NC(=O)c1cc(OC)c(OC)c(OC)c1 (stereo unspecified)	0.8%	-3.1%	4.6%	?
Cc1ccc2c(C(=O)CN3CCN(C4CCCCC4)CC3)c(C)[nH]c2c1	9.2%	-10.5%	-2.8%	0.6%

Look-ups from the results shown:
Entry for `CCOC(=O)CCSc1nc(C(C)(C)C)cc(C(F)(F)F)c1C#N` under p53ts 32C kill: 11.6%
Entry for `Cc1cc(Cl)ccc1NC(=O)Cn1nnc2sc(-c3ccccc3)cc2c1=O` under IkB sig inh: 0.0%
Entry for `CC1CCN(C(=O)COC(=O)c2n[nH]c3ccccc23)CC1` under IkB sig inh: 7.9%

Remaining list, next part:
SMILES	p53ts 39C kill	Imprint erasure	p53ts 32C kill	IkB sig inh
Oc1cccc(O)c1O	0.8%	12.9%	2.6%[1.84 µM]	3.1%
COC(=O)COc1ccc(S(=O)(=O)Nc2ccc3c(c2)OCCO3)cc1Cl	2.2%	-6.3%	-3.6%	?
Cc1sc2ncn(CC(=O)N(CC(=O)NC3CCCC3)Cc3cccs3)c(=O)c2c1C	-7.8%	-11.3%	-2.6%	0.6%
Cc1ccc(C)c(-n2nnc(-c3nc(-c4ccccc4C)no3)c2C)c1	-14.3%	20.9%[10.9 µM]	-1.6%	-2.3%
CN(CCC#N)c1ncnc2scc(-c3ccccc3)c12	-1.5%	-7.6%	-4.4%	?
CCc1ccc(NC(=O)CSc2nc3n[nH]c(C)c3c(=N)n2-c2ccc(C)cc2)cc1	20µM*	-15.3%[10.9 µM]	?	-1.7%
CC1(C)NC(=O)N(CC(O)COC2CCCCC2)C1=O (stereo unspecified)	-3.1%	-5.9%	-3.0%	-0.5%
Cc1cccc2nc(CNc3ccc(F)cc3)cn12	-7.4%	-16.7%	-9.0%	2.2%
COc1ccc(C2c3sc(=O)[nH]c3SC3C4CCC(C4)C23)cc1OC (stereo unspecified)	3.0%	.	19.0%	.
COc1cccc(NC(=O)C2CCCN(S(=O)(=O)c3ccc(-n4cnnn4)cc3)C2)c1 (stereo unspecified)	1.0%	-4.4%	-2.3%	6.3%
O=C(COc1ncnc2ccccc12)NC(=O)NCc1ccccc1	9.0%	-3.1%	4.7%	0.5%
c1ccc(-c2nc(-n3ccnc3)nc(-n3ccnc3)n2)cc1	2.6%	-21.0%	6.1%	?
COc1cccc(-c2nn(C)c3sc(C(=O)N4CCN(c5ccccn5)CC4)cc23)c1	-15.2%	-33.2%[inhibitor]	-18.2%	?
CCOc1ccc(Nc2nc(Cc3nnc(SCC(=O)NCC4CCCO4)n3C)cs2)cc1 (stereo unspecified)	-0.7%	5.5%	4.9%	1.7%
Cc1ccsc1CNn1cnnc1SCc1ccc(Cl)cc1	13.4%	.	-5.0%	.
COc1cccc(C(=O)Nc2ccc(-c3nc4ccc(C)cc4s3)cc2)c1OC	?	-12.8%[10.9 µM]	-7.6%	0.6%
Cc1cc(C(=O)Nc2ccc(-n3c(C)nc4ccccc4c3=O)cc2)ccc1[N+](=O)[O-]	47.9%[activator]	16.4%[10.9 µM]	-4.0%	0.2%
CC(C)=C1C2CCC1C(C(=O)NCc1ccccc1)C2C(=O)O (stereo unspecified)	5.9%	-0.9%	-3.9%	-1.6%
COc1ccc(-c2nc(C#N)c(NCCCN3CCOCC3)o2)cc1	-3.9%	-8.2%	-7.0%	-3.5%
COCCn1c(-c2ccc(Cl)cc2)cnc1SCC(=O)NCc1cccs1	25.1µM*	-11.8%	?	?
Cc1ccc(NC(=O)C(Cc2ccccc2)NS(=O)(=O)c2ccc3c(c2)CCC(=O)N3)cc1 (stereo unspecified)	-14.9%	-4.6%[10.9 µM]	5.4%	-0.9%
C=CCNC(=O)CCCC(=O)NCC=C	1.9%	-6.8%	1.7%	5.2%
CC(C)c1ccc(CNc2nc(-c3ccco3)nn2S(=O)(=O)c2ccccc2)cc1	-17.4%	-17.8%[10.9 µM]	5.9%	?
COC(=O)c1sccc1S(=O)(=O)N1CCN(c2ccc(C(C)=O)cc2)CC1	-18.1%	-9.5%[10.9 µM]	0.5%	-1.1%
